CCR6 antagonist – CCR6 receptor antagonists, primary screen, cell-based, CHO-K1, luminescence, beta-arrestin, uHTS | 0.49% of 340,000 active | CHO-K1 CCR6 PathHunter beta-arrestin, CCL20-stimulated | AID 493098, 2011 | inhibition, % at 20 µM;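 active = compounds whose inhibition of the agonist-driven luminescence signal at 20 µM reaches about 50%, limit read from the data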;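 also: cells stimulated with CCL20 at 14 nM final; plate controls were DMSO with CCL20 for no effect and DMSO without agonist for full effect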
Gli-Sufu block – Gli-Sufu pathway antagonists, primary screen, luciferase luminescence, Sufu-KO-LIGHT cells, uHTS | 0.74% of 340,000 active | inhibition, % at 5 µM | Sufu-KO-LIGHT fibroblasts, Gli luciferase reporter luminescence | AID 588413, 2011;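 active = inhibition above about 55%, limit read from the data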;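 also: 0% = DMSO-treated cells and 100% = wells with medium but no cells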
EBI2 block – EBI2 receptor antagonists, beta-arrestin recruitment, primary screen, cell-based, luminescence, 7a,25-OHC stimulation, uHTS; G-protein coupled receptor 183 (Homo sapiens), P32249; 7a,25-OHC stimulated; inhibition, % at 5 µM; 0.81% of 360,000 active; AID 651636, 2012; in the data active = inhibition above about 38%;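 also: enzyme fragment complementation signal reports receptor beta-arrestin coupling in cells; 0% = agonist plus DMSO wells and 100% = wells without agonist; some results beyond the cut were filed as inactive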
Target sequence (P32249 whole entry, looked up, the tested form may be a part): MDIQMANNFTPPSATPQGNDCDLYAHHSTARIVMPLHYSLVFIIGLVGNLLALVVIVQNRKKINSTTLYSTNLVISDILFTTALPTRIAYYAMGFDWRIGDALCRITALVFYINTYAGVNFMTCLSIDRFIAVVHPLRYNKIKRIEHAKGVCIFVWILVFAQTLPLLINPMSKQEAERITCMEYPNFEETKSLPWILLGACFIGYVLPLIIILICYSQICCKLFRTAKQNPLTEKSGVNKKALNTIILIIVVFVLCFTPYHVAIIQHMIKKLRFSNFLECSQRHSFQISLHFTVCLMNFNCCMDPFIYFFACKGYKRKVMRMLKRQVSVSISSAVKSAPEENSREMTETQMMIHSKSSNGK
A3G deaminase – APOBEC3G DNA deaminase inhibitors, primary screen, biochemical, fluorescence, single-stranded DNA substrate, uHTS; AID 493012, 2011; recombinant A3G, ssDNA deamination FAM/TAMRA fluorescence; DNA dC->dU-editing enzyme APOBEC-3G (Homo sapiens), Q9HC16; inhibition, % at 20 µM; 0.28% of 330,000 active;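 active = inhibition of at least 40% at 20 µM, with no more than 30% in the related APOBEC3A deaminase screen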;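 also: plate controls were DMSO wells with A3G for no effect and wells lacking A3G enzyme for full effect; some compounds called inactive have numbers as strong as hits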
A3A deaminase – APOBEC3A ssDNA deaminase inhibitors, primary screen, selectivity assay for APOBEC3G inhibitor project, biochemical, FAM/TAMRA oligo cleavage fluorescence; DNA dC->dU-editing enzyme APOBEC-3A (Homo sapiens), P31941; inhibition, % at 20 µM; 0.41% of 330,000 active; recombinant A3A, FAM/TAMRA ssDNA deamination fluorescence;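 active = at least 40% inhibition at 20 µM here, with at most 30% in a related deaminase screen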;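 also: plate controls were A3A with DMSO for no effect and wells lacking A3A enzyme for full effect; some results filed as inactive read as strong as hits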
Target sequence (P31941 whole entry, looked up): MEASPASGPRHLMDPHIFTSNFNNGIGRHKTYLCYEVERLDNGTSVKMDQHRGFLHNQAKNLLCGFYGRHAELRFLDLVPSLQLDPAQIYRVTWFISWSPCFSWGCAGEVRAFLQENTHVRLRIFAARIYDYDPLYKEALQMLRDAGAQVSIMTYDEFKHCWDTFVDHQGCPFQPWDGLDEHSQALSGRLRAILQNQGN
MPTP inh – mitochondrial permeability transition pore inhibitors, primary screen, biochemical, isolated mouse mitochondria, absorbance | Ca2+ swelling absorbance, 30 min | inhibition, % at 10 µM | 1.4% of 360,000 active;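 active = inhibition of 50% or more, scaled per plate between neutral and stimulator controls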;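 also: 0% = DMSO wells given calcium and 100% = 1 mM EGTA wells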
CXCR6 inh – CXCR6 receptor inhibitors, primary screen, cell-based, beta-arrestin, luminescence, CHO-K1 PathHunter, 1536-well; C-X-C chemokine receptor type 6 (Homo sapiens), O00574; inhibition, % at 20 µM; 0.36% of 360,000 active; AID 602244, 2012; in the data active = inhibition above about 34%, passing the limit was not always enough;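 also: antagonist mode with CXCL16 agonist at 10 nM final; 0% = 10 nM CXCL16 with DMSO and 100% = unstimulated wells without agonist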
Target sequence (O00574 whole entry, looked up): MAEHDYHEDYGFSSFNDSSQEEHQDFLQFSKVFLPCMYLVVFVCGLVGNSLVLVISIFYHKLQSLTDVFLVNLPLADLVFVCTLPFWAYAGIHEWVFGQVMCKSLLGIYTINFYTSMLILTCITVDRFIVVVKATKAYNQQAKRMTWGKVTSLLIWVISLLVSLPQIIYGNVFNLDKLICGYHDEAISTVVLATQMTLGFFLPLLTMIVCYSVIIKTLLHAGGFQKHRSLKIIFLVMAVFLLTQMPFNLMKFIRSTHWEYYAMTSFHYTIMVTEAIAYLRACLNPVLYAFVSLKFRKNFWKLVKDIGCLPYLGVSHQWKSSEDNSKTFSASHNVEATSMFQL
GRIN3A LBD mod – binders of NR3A ligand-binding domain, primary screen, biophysical, differential scanning fluorimetry, uHTS; Glutamate receptor ionotropic, NMDA 3A (GRIN3A) ligand-binding domain; NR3A LBD differential scanning fluorimetry, Tm shift; 0% = protein alone, 100% = glycine-bound protein; Tm shift relative to glycine control, % at 25 µM; 2.5% of 340,000 active;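 active = melting temperature shift of at least 10% of the positive control shift, at one fixed dose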
Numbers without * were called inactive; . = not tested or not shown. No enrichment for hits. About 5.8% of those tested had a hit in this group.

SMILES	CCR6 antagonist	Gli-Sufu block	EBI2 block	A3G deaminase	A3A deaminase	MPTP inh	CXCR6 inh	GRIN3A LBD mod
COC(=O)C1C(=O)c2c([nH]c(C(=O)OCC3CCCO3)c2C)CC1C (centres undefined)	9	-80	-6	4	8	-1.6	-8	1
COc1ccc(OC)c2nc(-c3ccc4c(c3)OCO4)ccc12	-3	-154	-12	-1	0	0.1	-4	-4
CCOc1ccc(Br)cc1S(=O)(=O)N1CCC(C(N)=O)CC1	10	-10	-11	-15	2	-1.0	9	1
Cn1c(NC(=O)c2cccnc2)nc2ccccc21	26	-46	-2	-5	-1	-1.8	14	1
N#Cc1ccccc1CN1C(=O)c2ccccc2S1(=O)=O	-2	.	-12	-3	-5	0.4	1	-1
Nc1ccc(C(=O)C(=O)c2ccccc2)cc1	20	-11	-2	-7	-1	0.0	0	3
COc1ccc(CCNc2cc(=O)[nH]c(N)n2)cc1	3	3	0	-9	-11	1.2	0	-4
CCOc1ccc(CCNC(=O)CCc2nnc3ccc(N4CCCCC4)nn23)cc1OCC	8	6	9	-4	-3	-2.3	4	6
CCOC(=O)c1ccccc1NC(=O)COC(=O)CCC(=O)N1CCOCC1	15	1	10	-3	2	-0.2	5	-1
CCN(CC)P(=O)(Nc1ccc(Br)cc1)c1c(C)nn(CCC#N)c1NC(=O)c1ccc(Cl)cc1 (centres undefined)	7	18	4	-6	-1	-1.1	3	-3
COc1ccc(NC(=O)COC(=O)CCC2CCCCC2)cc1	0	-2	1	-6	-4	-1.0	-4	-22
COc1ccccc1NS(=O)(=O)c1cccc(NC(=O)C(C)NC(=O)c2ccco2)c1 (centres undefined)	13	-11	-6	-8	-4	-0.4	7	1
CCOC(=O)Cc1cc(=O)n2[nH]cc(-c3cccc(Br)c3)c2n1	-6	-4	10	-6	-1	-3.6	0	-3
CCOc1ccc(Br)cc1S(=O)(=O)N1CCCN(C)CC1	1	11	-9	0	1	-1.4	4	0
CC1CCCC(NC(=O)COC(=O)/C=C/c2ccc([N+](=O)[O-])cc2)C1C (centres undefined)	2	-3	5	-3	-2	0.2	-6	-2
COc1ccc(OC)c(S(=O)(=O)N2CCC(C(=O)NCc3ccccn3)CC2)c1	13	-2	-9	-6	-1	-0.6	1	-2
CCOC(=O)/C(C#N)=C(\O)c1ccc(NC(=O)c2ccc([N+](=O)[O-])cc2)cc1	6	6	-7	-7	-3	-3.0	1	2
COc1ccc(-c2csc(NC(=O)c3c(C)noc3C)n2)cc1F	4	4	-3	-13	-6	-1.5	3	1
O=C(/C=C/c1cccc(F)c1)OCC(=O)N1CCCC1	4	-12	-5	5	1	0.8	2	-1
CCN(CC)C(CNC(=O)CSc1nnnn1-c1cccc(F)c1)c1ccco1 (centres undefined)	5	10	-8	-2	1	0.6	3	0
CC(C)(C)c1ccc(OCCC(=O)NNC(=O)c2ccccc2)cc1	8	-4	-17	-8	1	0.3	-3	3
CCOC(=O)C1CCN(C(=O)Nc2ccccc2Cl)CC1	-15	-8	-12	-2	-1	-0.9	1	2
CN(C)c1ccc(/C=N/N(CCO)C2=NS(=O)(=O)c3ccccc32)cc1	2	22	-3	-6	-3	-0.2	-9	8
CCN1C(=O)[C@H]2[C@@H](c3ccc(SC4CCCCC4)c(OC)c3)N3CCCC[C@@]3(C(=O)OC)[C@H]2C1=O	8	6	0	-11	13	0.9	8	-11
O=C1NC(=O)C(=Cc2ccccc2)N1	7	-12	-8	.	.	0.3	-1	6
Going on with the list:
SMILES	CCR6 antagonist	Gli-Sufu block	EBI2 block	A3G deaminase	A3A deaminase	MPTP inh	CXCR6 inh	GRIN3A LBD mod
CCCC(=O)OCCNC(=O)c1cc2ccccc2oc1=O	-4	3	-3	-3	-5	-0.3	0	0
COC(=O)/C(=C1/Oc2ccc(C(C)(C)C)cc2S1)C(F)(F)F	9	-4	-13	2	-1	0.0	2	2
CCn1c(SCc2nc3ccccc3c(=O)[nH]2)nnc1C(C)NC(=O)c1ccccc1 (centres undefined)	4	-14	-9	-6	-3	-1.5	1	0
CC(=O)c1cccc(NC2c3ncccc3C(=O)N2Cc2ccco2)c1 (centres undefined)	-1	0	-1	-4	6	-0.3	6	0
O=C(Cn1nnc(-c2ccc(CN3CCOCC3)cc2)n1)NC1CCCCC1	10	-2	2	-3	-2	-2.2	-9	6
Cc1ccc(CNCc2ccccc2Cl)cc1	8	1	-2	3	5	2.9	1	0
COc1ccc(C2c3[nH]c4ccccc4c3CCN2C(=O)c2ccc(=O)n(C)n2)c(F)c1 (centres undefined)	16	25	6	-7	-4	0.5	-4	-19
CCC(=O)N1CCc2cc(S(=O)(=O)CCC(=O)Nc3ccc(OC)c(OC)c3)ccc21	-12	-6	-17	-3	3	2.8	-7	2
CCOC(=O)c1c(NC(=O)COc2cccc3c2CCN(C)C3=O)sc2c1CCC2	-1	58*	51*	0	0	43	-6	1
CC(C)/C=C1\CC/C(=C\c2cccnc2)C1=O	11	7	6	-6	-3	2.1	-6	2
CCOc1cc(N2CCOCC2)c(OCC)cc1NC(=O)CN1CCCC(C)C1 (centres undefined)	10	15	5	-8	-3	1.4	-1	0
CC1CCCC(NC(=O)COC(=O)c2ccccc2[N+](=O)[O-])C1C (centres undefined)	1	-2	10	-8	-6	-1.0	2	-1
N/C(=N\OC(=O)c1ccccc1)c1ccccn1	12	-82	-17	0	0	-0.7	-10	1
CCC(C)OC(=O)c1[nH]c2c(c1C)C(=O)CC(c1ccc(N(C)C)cc1)C2 (centres undefined)	10	-25	8	0	1	2.9	-8	-9
O=[N+]([O-])c1ccc2cn[nH]c2c1	0	-8	2	0	0	0.9	-5	14*
COc1ccc(/C=C/C(=O)O)cc1S(=O)(=O)NCc1cccnc1	9	14	-5	-3	13	-0.6	-10	0
CCc1cc2c(=O)c(-c3nc4ccccc4n3C)coc2c(CN2CCCC(C)C2)c1O (centres undefined)	6	.	-19	6	3	-1.0	-2	-2
COc1ccccc1C(=O)NCCCN1CCCC1=O	-12	-1	-23	-5	-1	-1.7	2	3
CC1CCCCN1CCNC(=O)C1CCCN(S(=O)(=O)c2cccc3nsnc23)C1 (centres undefined)	-12	6	-6	-4	-2	2.0	-5	3
O=C(c1ccccc1F)N1CCN(c2ccc([N+](=O)[O-])c3cccnc23)CC1	-4	5	-23	-13	1	4.8	-6	1
CCCCN1CC(=O)N2[C@H]3c4ccc(OC)cc4OC[C@@H]3[C@H](C(=O)OCC)[C@]2(C)C1=O	19	20	11	-3	1	-1.6	-3	0
COC(=O)NN1C(=O)C(c2ccccc2)=C(c2ccc(Cl)cc2)C1=O	4	0	6	1	2	2.3	1	-3
Cc1ccccc1NC(=O)OCc1cccnc1Sc1ccc(Cl)cc1	13	-1	19	-7	-4	-2.3	9	-29
N#Cc1ccc(N2C(=O)[C@@H]3C(C(=O)C(c4ccccc4)c4ccccc4)=NN[C@@H]3C2=O)cc1	7	8	-7	-3	0	1.5	13	2
CC(C)CNC(=S)NNC(=O)c1ccc2c(c1)OCO2	-7	-10	-13	-7	-7	-0.6	0	2

Part of the list above in another layout.
mol,CCR6 antagonist,Gli-Sufu block,EBI2 block,A3G deaminase,A3A deaminase,MPTP inh,CXCR6 inh,GRIN3A LBD mod
COc1ccccc1C(=O)NCCCN1CCCC1=O,-12,-1,-23,-5,-1,-1.7,2,3
CC1CCCCN1CCNC(=O)C1CCCN(S(=O)(=O)c2cccc3nsnc23)C1 (centres undefined),-12,6,-6,-4,-2,2.0,-5,3
O=C(c1ccccc1F)N1CCN(c2ccc([N+](=O)[O-])c3cccnc23)CC1,-4,5,-23,-13,1,4.8,-6,1
CCCCN1CC(=O)N2[C@H]3c4ccc(OC)cc4OC[C@@H]3[C@H](C(=O)OCC)[C@]2(C)C1=O,19,20,11,-3,1,-1.6,-3,0

The results go on:
SMILES	CCR6 antagonist	Gli-Sufu block	EBI2 block	A3G deaminase	A3A deaminase	MPTP inh	CXCR6 inh	GRIN3A LBD mod
Cc1ccc2cc3cc(C(=O)N4CCN(C(=O)c5ccco5)CC4)sc3nc2c1	-12	6	63*	-7	-5	-3.0	2	2
CN(CC(=O)Nc1ccc(Cl)c(C(F)(F)F)c1)C(=O)C1CCCO1 (centres undefined)	-2	9	1	-3	5	0.8	-13	1
COc1cccc(C(=O)N2CCN(Cc3ccccn3)CC2)c1	-2	13	-7	-1	-6	-0.6	-1	2
O=C1c2cccc3c([N+](=O)[O-])ccc(c23)C(=O)N1c1nccs1	73*	7	15	-5	0	4.4	43*	10*
CCOC(=O)CNc1nc(Cl)nc(N2CCCCC2)n1	3	-2	4	-4	3	0.0	8	0
Cc1nc(C(F)(F)F)ccc1C(=O)Nc1ccccc1F	-1	-2	-2	-2	-2	0.9	7	1
O=S(=O)(c1ccccc1)N(Cc1ccccn1)Cc1ccccn1	8	24	1	-3	0	1.1	1	0
Cc1cc(C)c2oc(=O)cc(CN3CCC(C)CC3)c2c1	11	13	3	-2	-2	-0.5	3	2
Cc1ccc(NC(=S)N2CCC(NC(=O)c3ccco3)CC2)cc1C	3	8	-1	-7	-2	0.2	-5	0
O=C(NCCc1ccccc1)c1cccnc1N1CCCCCC1	5	41	4	-5	-4	0.9	3	2
CCc1cc(C(=O)Nc2cc(Cl)ccc2N2CCN(C)CC2)sc1C	12	43	-1	-9	3	20	-3	11*
C/C(=N\NC(=O)C(=O)Nc1c(C)n(C)n(-c2ccccc2)c1=O)c1ccc(Cl)s1	8	6	-9	-9	-3	4.4	-12	0
COc1ccc(/C(N)=N/OC(=O)c2ccco2)cc1	-13	-112	-20	0	1	0.5	-8	-12
CCOC(=O)CSc1nc2c(sc(=S)n2Cc2ccco2)c(=O)n1-c1ccc(F)cc1	-2	2	25	-8	2	0.0	8	-1
CCOC(=O)c1c(CN2CCOCC2)n(-c2ccccc2)c2cc(Br)c(OC)cc12	27	13	31	-3	-1	0.6	1	3
O=C(NC1CC1)c1cc2c(F)cccc2s1	13	-17	-8	-7	-3	-0.3	-12	-2
COc1ccc(S(=O)(=O)N/N=C(/C)c2ccco2)cc1	5	-19	-2	1	1	-0.6	0	1
COc1cc(/C=C2/C(=N)N3N=C(CC(=O)N4CCOCC4)SC3=NC2=O)ccc1OC(C)c1ccccc1 (centres undefined)	12	-17	-5	0	-2	-0.3	3	-6
Cc1cc2c(ncn2Cc2ccccc2)c(N)c1C	-8	-10	3	-7	0	0.8	-6	-1
COc1cccc(NC(=O)c2ccc(NC(=O)C(C)C)cc2)c1	-18	-31	29	-4	2	-1.3	0	0
COc1ccc(CN2CCNC(=O)C2CC(=O)N(C)Cc2ccon2)c(F)c1 (centres undefined)	-1	16	-11	-1	1	-0.3	-4	2
NNC(=O)c1ccc(-c2cccc([N+](=O)[O-])c2)o1	-9	-5	-4	-3	2	0.9	-18	-1
Cc1cc(CCNC=O)c(C)c2c1oc1ccccc12	-5	-38	4	.	.	4.7	-5	13*
Cc1cc2c(cc1S(=O)(=O)N1CCN(c3cccc(C(F)(F)F)c3)CC1)OCC(=O)N2	-6	-7	-1	-7	-4	1.4	3	-5
CCNC(=O)c1sccc1-n1cccc1	1	17	-1	-3	-3	-0.7	1	-4
CCn1cc(C(=O)OC)c(=O)c2ccc(C)nc21	-10	-1	-1	-5	-4	-1.5	0	0
N/C(Cc1ccc([N+](=O)[O-])cc1)=N\OC(=O)c1ccccc1Br	2	2	2	5	-2	0.6	-5	12*

Bioassay records from PubChem BioAssay.
